# Assay outcomes (PubChem)
# 14-3-3g Raf = modulators of human 14-3-3 gamma - Raf peptide interaction; AID 422; 160,000 tested, 0.19% active; P61981; FP, 14-3-3gamma / TMR-pS259-Raf peptide binding; inhibition, % at 40 µM; in the data active means inhibition above about 30%;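 further: 0% = protein plus tracer without compound and 100% = blank with tracer alone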
# Target sequence (P61981 whole entry, looked up): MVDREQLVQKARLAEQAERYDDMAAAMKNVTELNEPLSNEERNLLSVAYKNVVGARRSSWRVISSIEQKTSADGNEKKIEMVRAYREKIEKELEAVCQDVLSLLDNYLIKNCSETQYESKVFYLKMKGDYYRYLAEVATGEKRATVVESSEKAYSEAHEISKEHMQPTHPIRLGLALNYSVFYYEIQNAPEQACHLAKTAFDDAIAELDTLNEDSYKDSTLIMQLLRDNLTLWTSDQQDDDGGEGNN
# * marks the source's active call; other numbers are inactive results; & = joins results of further samples. Not all compounds are listed; rates above refer to the full screens.
# Preview, 18 compounds:
SMILES,14-3-3g Raf
CCc1ccc(C2NC(=O)NC(C)=C2C(=O)OCC(C)C)cc1 (stereo not drawn),-1
CCOc1ccc(OCCSc2nc3ccc(Br)cc3[nH]2)cc1,2
CN(C)c1ccc(C=Cc2sc3ccc4ccccc4c3[n+]2C)cc1,-371
Cc1cccc2c1N(C)C(=O)C2=O,-5
COc1cccc(Nc2ncnc3sc(C)c(S(=O)(=O)N4CCC(C)CC4)c23)c1,-11
CCCCCn1c(NCc2c[nH]c3ccccc23)nc2ccccc21,-5
CC(=O)Oc1ccc2cc(NC(=O)c3ccc(C)cc3)c(=O)oc2c1,0
CCNc1cc2n(c(=O)n1)CCc1cc(OC)c(OC)cc1-2,-11
CN1C(=O)CC(C(=O)O)SC1=Nc1ccc(I)cc1 (stereo not drawn),5
CCc1c(C)sc(NC(=O)c2cc(-c3cccc(OC)c3)nc3ccccc23)c1C(=O)OC,-19
CC(=O)C1=C(C)NC(=O)NC1c1cc(Br)ccc1OCC(N)=O (stereo not drawn),-23
O=C(NCc1ccc(C(=O)NCc2ccco2)cc1)c1ccc(Br)cc1,-1
COc1ccc2nc(N3CCCC(O)C3)c(C#N)cc2c1 (stereo not drawn),-7
COc1ccc(/C(O)=C2\C(=O)C(=O)N(CCN3CCNCC3)C2c2ccc(OC)cc2)cc1 (stereo not drawn),-27
Cc1cc(C)cc(NC(=O)CCN2CC(C)OC(C)C2)c1 (stereo not drawn),1
COc1ccc(N2CCN(C3CC(=O)N(C)C3=O)CC2)cc1 (stereo not drawn),0
CC1=Nc2ccc3ccccc3c2C1(C)C,-29
COc1ccc(C(=O)NCc2nc3ccccc3n2Cc2cc(C)ccc2C)cc1OC,-24

# The list itself, repeating the preview:
SMILES,14-3-3g Raf
CCc1ccc(C2NC(=O)NC(C)=C2C(=O)OCC(C)C)cc1 (stereo not drawn),-1
CCOc1ccc(OCCSc2nc3ccc(Br)cc3[nH]2)cc1,2
CN(C)c1ccc(C=Cc2sc3ccc4ccccc4c3[n+]2C)cc1,-371
Cc1cccc2c1N(C)C(=O)C2=O,-5
COc1cccc(Nc2ncnc3sc(C)c(S(=O)(=O)N4CCC(C)CC4)c23)c1,-11
CCCCCn1c(NCc2c[nH]c3ccccc23)nc2ccccc21,-5
CC(=O)Oc1ccc2cc(NC(=O)c3ccc(C)cc3)c(=O)oc2c1,0
CCNc1cc2n(c(=O)n1)CCc1cc(OC)c(OC)cc1-2,-11
CN1C(=O)CC(C(=O)O)SC1=Nc1ccc(I)cc1 (stereo not drawn),5
CCc1c(C)sc(NC(=O)c2cc(-c3cccc(OC)c3)nc3ccccc23)c1C(=O)OC,-19
CC(=O)C1=C(C)NC(=O)NC1c1cc(Br)ccc1OCC(N)=O (stereo not drawn),-23
O=C(NCc1ccc(C(=O)NCc2ccco2)cc1)c1ccc(Br)cc1,-1
COc1ccc2nc(N3CCCC(O)C3)c(C#N)cc2c1 (stereo not drawn),-7
COc1ccc(/C(O)=C2\C(=O)C(=O)N(CCN3CCNCC3)C2c2ccc(OC)cc2)cc1 (stereo not drawn),-27
Cc1cc(C)cc(NC(=O)CCN2CC(C)OC(C)C2)c1 (stereo not drawn),1
COc1ccc(N2CCN(C3CC(=O)N(C)C3=O)CC2)cc1 (stereo not drawn),0
CC1=Nc2ccc3ccccc3c2C1(C)C,-29
COc1ccc(C(=O)NCc2nc3ccccc3n2Cc2cc(C)ccc2C)cc1OC,-24
Cc1ccc2ccccc2c1CSc1nnnn1-c1ccc(C(N)=O)cc1,4
CCCc1ccc(-c2ccc(C(=O)Nc3ccc([N+](=O)[O-])cc3)cc2)nc1,-5
CC1CCc2c(sc3[nH]c(=S)n(-c4ccccc4)c(=O)c23)C1 (stereo not drawn),-22
COC(=O)c1ccc(CSc2nncn2C)cc1,-1
CCOc1cc2c(cc1OCC)C1C(C(=O)Nc3ccc4c(c3)OCO4)c3ccccc3C(=O)N1CC2 (stereo not drawn),-7
CCN(CC)c1ccc(Nc2nc(-c3ccccc3)cs2)cc1,1
COc1cccc(NC(=O)CSc2nc3ccccc3o2)c1,-9
COC(=O)c1ccc(NC(=O)CCN2CCN(c3ccccc3)CC2)cc1,-3
CC(C)(C)N=Cc1cc(-c2ccccc2)sc1S,-45
COc1cc(Cc2cnc(N)nc2N)cc(OC)c1OC,-7&0
C=CCSc1nnc(NC(=O)CSc2nc(CCC)cc(=O)[nH]2)s1,-6
O=C(NCCc1ccccc1Cl)c1ccc(N2CC3CC(C2)c2cccc(=O)n2C3)c([N+](=O)[O-])c1 (stereo not drawn),-13

# Pulled one by one from the entries so far (two):
SMILES,14-3-3g Raf
CC(C)(C)N=Cc1cc(-c2ccccc2)sc1S,-45
CC1=Nc2ccc3ccccc3c2C1(C)C,-29

# (more compounds)
SMILES,14-3-3g Raf
c1ccc(-c2onc3cc4c(cc23)OCCO4)cc1,-3
COc1cc2c(C(=O)N(C)c3cc(Cl)ccc3OC)cn(C)c(=O)c2cc1OC,-1
COCCCNC(=O)c1ccc(CNS(=O)(=O)c2ccc(NC(C)=O)cc2)cc1,-2
O=C(NCCN1CCOCC1)c1ccc2c(c1)N(Cc1ccc(Cl)cc1)C(=O)CS2,-6
COC(=O)c1ccccc1N(Cc1ccccc1)S(C)(=O)=O,2
O=C(NCc1ccccc1)c1nn2c(C(F)(F)F)cc(-c3ccco3)nc2c1Cl,-1
COc1ccc(NC(=O)c2cc3n(n2)C(C(F)(F)F)CC(c2ccc(C)cc2)N3)c(OC)c1 (stereo not drawn),-5
CCCN(CCC)C(=O)c1sc2ncn(CC(=O)N3CCOCC3)c(=O)c2c1C,1
Cc1ccc2c(c1)N(CCC(=O)NCCC(C)C)C(=O)CO2,-5
CCC(C)OC(=O)C1=C(C)NC2=C(C(=O)CC(c3ccccc3)C2)C1c1cc2c(cc1Cl)OCO2 (stereo not drawn),6
NC(=O)CSC1=Nc2ccccc2C2=NC(CC(=O)NCc3ccc4c(c3)OCO4)C(=O)N12 (stereo not drawn),-13
Nc1c(S(=O)(=O)c2cccs2)c2nc3ccccc3nc2n1Cc1ccc2c(c1)OCO2,-3
COc1ccc(NC(=O)CCn2c(=S)oc3ccccc32)c(OC)c1,9
NS(=O)(=O)c1ccc(CNC(=O)C2CCCCC2)cc1,-7
Cc1ccc(Cn2c(=O)cc(C(=O)NC3CC3)c3ccccc32)cc1,-6
CC1CCN(C(=O)C2CCN(c3nc4ccccc4o3)CC2)CC1,-10
Cc1cccc(-n2c(=O)[nH]c3c(C(N)=O)nc(-c4ccccc4Cl)nc32)c1,-1
Cc1cccc(Nc2nc(-c3ccccc3)c(CC(=O)O)s2)c1C,-4
CCOC(=O)c1c[nH]c2c(C(F)(F)F)cccc2c1=O,2
C=CCN(C(=O)CSc1nc2ccsc2c(=O)n1CC)c1ccccc1,4
COC(=O)c1ccc(N2C(=O)c3ccc(C(=O)O)cc3C2=O)cc1,-8
CCOc1cc(C2C(C(=O)OCc3ccccc3)=C(C)NC3=C2C(=O)CC(c2cccs2)C3)cc([N+](=O)[O-])c1O (stereo not drawn),-1
Cc1ccc(Cl)cc1NC(=O)CCS(=O)(=O)c1cccc2nonc12,-8
Nc1cc(OC(=O)c2ccc(-c3ccccc3)cc2)nn1S(=O)(=O)c1ccc(F)cc1,-30
CSc1cccc(NC(=O)CCN2C(=O)c3ccncc3C2=O)c1,-11
CCOc1ccc(/C(O)=C2\C(=O)C(=O)N(CCN(C)C)C2c2ccc(F)cc2)cc1C (stereo not drawn),0
C#CCOc1ccc(C2C3=C(CCCC3=O)OC3=C2C(=O)CCC3)cc1OCC,-2
O=C(CN1C(=O)COc2ccccc21)NCCN1CCOCC1,-5
Cc1c(Cl)cccc1-c1ccc(C(=O)Nc2ccc3oc(-c4cccnc4)nc3c2)o1,-132
Cc1nnc(NC(=O)CSc2ccccn2)s1,0
CCOC(=O)C1=C(N)OC2=C(C(=O)CCC2)C1c1ccc([N+](=O)[O-])cc1 (stereo not drawn),1
O=C(O)Cc1n[nH]c(=O)c2ccccc12,6
Cc1ccc(C(C(=O)Nc2ccc(C(C)C)cc2)N(C)C(=O)Cc2cccs2)cc1 (stereo not drawn),-38
CCOC(=O)C(C)Sc1nc2c([nH]c3ccccc32)c(=O)n1C (stereo not drawn),-20
CCOC(=O)c1cccc(N2C(=O)C3C4C=CC(C4)C3C2=O)c1 (stereo not drawn),-18
CC(C)c1ccc(OCC(=O)Nc2sc3c(c2C#N)CCCC3)cc1,2
COc1cccc(C2=NC(C)(C)NC(c3cc(Br)ccc3O)C2)c1 (stereo not drawn),-5
CC12CC(NC(=O)N1c1ccc(C(=O)N3CCN(c4ccc([N+](=O)[O-])cc4)CC3)cc1)c1ccccc1O2 (stereo not drawn),-8
CCc1cccc(C)c1NC(=O)c1cc(S(=O)(=O)NCCC2=CCCCC2)ccc1F,-8
Cc1cc(N2CC(C)CC(C)C2)nc2ccc(NC(=O)CCC(=O)N3CCN(Cc4ccccc4)CC3)cc12 (stereo not drawn),-2
CCOc1ccccc1NC(=O)CSc1nnc(CNC(=O)COc2ccc(Cl)cc2)o1,-8
CC1=C(C)CC(C(=O)NCCCCc2ccccc2)C(C(=O)O)C1 (stereo not drawn),-4
O=C(COC(=O)C1CC2C=CC1C2)Nc1ccc2c(c1)OC(F)(F)O2 (stereo not drawn),0
COC(=O)c1ccc(-c2nc3cc(NC(C)=O)c(N)cc3o2)cc1,1
Cc1ccc(O)c(-c2cc(C(F)(F)C(F)F)nc(-c3ccccc3)n2)c1,-5
COc1ccccc1-c1nnc(NC(=O)c2ccc(S(=O)(=O)N(C)Cc3ccccc3)cc2)o1,-1&-4
COc1ccc(CCNc2oc(Cc3cccc4ccccc34)nc2C#N)cc1OC,-9
CCC(O)C1=C(c2cccs2)Oc2ccccc2C1c1ccc(C)cc1 (stereo not drawn),0
COc1ccc(S(=O)(=O)N2CCCN(Cc3ccccc3F)CC2)cc1,-5
CCCOc1ccccc1Nc1nnc(C)c(=O)[nH]1,1
Cc1c(C(=O)N2CCOCC2)[nH]c2ccc(OCc3ccccc3)cc12,1
CC(Nc1cc(N2CCN(CCO)CC2)ccc1[N+](=O)[O-])c1ccc(Br)cc1 (stereo not drawn),-2
CCCCOc1ccc(C(=O)Nc2nnc(-c3cccc([N+](=O)[O-])c3)s2)cc1,-3
Cc1cccc2sc(NC(=O)C34CC5CC(CC(C5)C3)C4)nc12,-3
CCOC(=O)N1CCN(C(=O)c2ccc(CS(=O)(=O)c3c(Cl)cccc3Cl)o2)CC1,2
CC1CC(=O)N(c2ccc(NC3CCCC(C)C3C)c([N+](=O)[O-])c2)C1=O (stereo not drawn),-6
CCOC(=O)CN1C(=O)C=C(c2ccc(OC)cc2)Sc2ccccc21,-3
Cc1noc(C)c1S(=O)(=O)N1CCN(c2cccc(Cl)c2)CC1,-8
COc1ccc(-c2ccc(=O)n(CC(=O)Nc3ccc(C)c(C)c3)n2)cc1,-6
Cc1nnc(Nc2ccc(F)cc2)[nH]c1=O,1

# (listing goes on)
SMILES,14-3-3g Raf
COc1cc2c(cc1OC)C1(C)N(CC2)C(=O)OC12CCCCC2 (stereo not drawn),-192
Cc1ccc(-c2nnnn2CS(=O)(=O)c2ccccc2)cc1,-4
O=C(Nc1ccc(Cl)cn1)c1cccc(F)c1,0
COc1ccc(C(=O)N2CCC(C(=O)Nc3ccc(Cl)cc3)CC2)cc1,1
Cc1ccc(/C(O)=C2\C(=O)C(=O)N(CCC(=O)O)C2c2ccccc2Cl)cc1 (stereo not drawn),6
CC1CCN(S(=O)(=O)c2ccc3nc(-c4cccnc4)cc(C(=O)NCC4CCCO4)c3c2)CC1 (stereo not drawn),-8
N#Cc1c(NC(=O)c2cc(-c3ccco3)on2)sc2c1CCCC2,-22
Fc1ccc(Nc2c(-c3c[nH]c4ccccc34)nc3ccccn23)cc1,1
CC(C)(C)NC(=O)CSc1nnc(-c2ccncc2)n1Cc1ccccc1,0
O=C(Nc1ccc(Cl)c(-c2nc3cc(Cl)ccc3o2)c1)c1ccccc1F,-190
CC1CN(Cc2c(O)ccc3c(=O)c(Oc4ccccc4Br)c(C(F)(F)F)oc23)CC(C)O1 (stereo not drawn),4
Cc1ccc(C2CC(=O)C3=C(C2)Nc2ccccc2N(C(=O)CCC(=O)O)C3c2cccnc2)cc1 (stereo not drawn),-5
NC(=O)c1ccc(NC(=O)CCCCCN2C(=O)c3cccc([N+](=O)[O-])c3C2=O)cc1,-2
Cc1ccc2c(c1)c(=O)c1ccccc1n2CC(=O)NCc1ccc(F)cc1,4
Cc1ccccc1OCC(=O)OCC(=O)c1ccc([N+](=O)[O-])cc1,8
CC(NC(=O)c1cccc(F)c1)C(c1cccs1)N1CCN(C)CC1 (stereo not drawn),-2
COc1cccc2c1OC1(C)NC(=O)NC2C1C(=O)Nc1ccc(C)cc1C (stereo not drawn),-5
CN(C)S(=O)(=O)c1ccc(C(=O)Nc2ccccc2-c2nc3ccccc3[nH]2)cc1,-5
Cc1ccccc1Nc1cc(=O)[nH]c(=O)[nH]1,-13
CNc1nnc(-c2ccncc2)s1,-2
CCCNC(=O)c1c(N)n(-c2cc(OC)cc(OC)c2)c2nc3ccccc3nc12,-4
COc1cc2[nH]c(=O)n(CCC(=O)N3CCN(c4ccc([N+](=O)[O-])cc4)CC3)c(=O)c2cc1OC,-2
COCC(=O)N(Cc1cc2ccc(C)cc2[nH]c1=O)c1ccc(OC)cc1,0
CCCc1cc(=O)[nH]c(SCC(=O)N(C)C2CCS(=O)(=O)C2)n1 (stereo not drawn),11
O=C1c2cccc(O)c2C(=O)c2c(O)cccc21,-85
COc1cc(C2NC(=O)NC(C)=C2C(=O)OC(C)C)ccc1OC(F)F (stereo not drawn),-6
CCN(C(=O)c1cc2c(=O)oc3ccccc3c2s1)c1ccccc1,7
COc1ccc(C(=O)N2CCN(C(=O)c3cccc(Cl)c3)CC2)cc1OC,9
COc1ccc(OC)c(NC(=O)c2cc3nc(-c4ccc(OC)c(OC)c4)cc(C(F)(F)F)n3n2)c1,-6
CCOCN(C(=O)Cn1cnc2ccccc21)c1c(C)cccc1CC,-1
COC(=O)c1cnn2c3c(c(C)nc12)CCCC3,-1
O=C(CSc1nnc(Cc2ccccc2)o1)NC1CCCCC1,4
O=C(CC(O)C(Cl)(Cl)Cl)c1ccc(Oc2ccc(Cl)cc2)cc1Cl (stereo not drawn),-11
COc1ccc(OC)c2[nH]c(=O)c(CCNS(=O)(=O)c3ccc(Cl)cc3)cc12,-2&-4
COc1cc2c(C(=O)N(C)c3ccccc3C)cn(CC(C)C)c(=O)c2cc1OC,-8
